# Assay outcomes (PubChem)
# GRIN3A LBD mod: NR3A (human) ligand-binding domain modulation; 340,000 compounds, 2.5% hits; Tm shift relative to glycine control, % at 25 µM; NR3A LBD differential scanning fluorimetry, Tm shift; 0% = protein alone, 100% = glycine-bound protein; AID 1259313;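 active = melting temperature shift of at least 10% of the positive control shift, at one fixed dose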
# beta cell repl: MIN6 beta-cell proliferation induction | MIN6 cells proliferation, ATPlite luminescence, 48 h; cells starved in 0.2% serum; 100% = growth in 10% serum | proliferation, % at 10 µM | 330,000 compounds, 0.29% hits | AID 2380;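 active = compounds whose signal lies at least 3.5 SD above the mean of all wells on their plate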;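 also: 0% = DMSO-treated cells in low-serum medium and 100% = 10% serum control; some compounds called inactive have numbers as strong as hits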
# APOBEC3A inh: blocks human APOBEC3A ssDNA deamination; P31941; recombinant A3A, FAM/TAMRA ssDNA deamination fluorescence; inhibition, % at 20 µM; 330,000 compounds, 0.41% hits;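 active = at least 40% inhibition at 20 µM here, with at most 30% in a related deaminase screen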;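 also: plate controls were A3A with DMSO for no effect and wells lacking A3A enzyme for full effect; some results filed as inactive read as strong as hits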
# mIAP act: mouse IAP activation. activation factor at 10 µM. muIAP, CDP-Star luminescence, 30 min; stronger effect = higher value; 1 = vehicle-only enzyme signal, 0 = enzyme-free wells. 330,000 compounds, 0.24% hits. AID 2805;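 active = activation factor of at least 2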; also: the source names both 10 and 20 µM as test concentration; values of inactives mirror those of a sister screen read the other way
#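 Assay system: mouse IAP enzyme / Compound: DMSO-dissolved test compounds / Timing: 30 min, room temperature / Measured by: luminescence from enzymatic CDP-Star hydrolysis / Control set: DMSO-only wells, enzyme-free buffer wells as negative control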
# hIAP inh: human IAP inhibition. AID 2544. inhibition, % at 10 µM. purified IAP, CDP-Star luminescence, 30 min. 330,000 compounds, 0.12% hits. P09923;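 active = inhibition reaching a set limit with compound at 10 µM in the primary screen, cut at about 35% in these data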;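 also: plate controls were DMSO wells with enzyme for no effect and no-enzyme buffer wells for full effect; values of inactives mirror those of a sister screen read the other way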
# Target sequence (P09923 whole entry, looked up): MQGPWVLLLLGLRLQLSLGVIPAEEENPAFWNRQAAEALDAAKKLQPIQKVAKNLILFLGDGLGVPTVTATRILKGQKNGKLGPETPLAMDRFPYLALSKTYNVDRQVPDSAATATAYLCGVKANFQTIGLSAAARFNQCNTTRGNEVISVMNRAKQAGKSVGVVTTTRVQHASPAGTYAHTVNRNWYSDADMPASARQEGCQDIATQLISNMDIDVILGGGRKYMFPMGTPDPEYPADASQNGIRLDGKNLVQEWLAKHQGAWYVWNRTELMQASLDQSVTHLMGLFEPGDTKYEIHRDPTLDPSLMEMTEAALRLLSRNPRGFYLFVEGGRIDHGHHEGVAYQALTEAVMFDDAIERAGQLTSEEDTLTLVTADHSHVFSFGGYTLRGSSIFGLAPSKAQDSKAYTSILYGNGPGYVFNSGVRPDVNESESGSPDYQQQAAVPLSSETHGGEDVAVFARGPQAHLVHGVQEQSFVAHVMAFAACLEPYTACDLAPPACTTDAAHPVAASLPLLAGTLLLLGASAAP
# MPTP inh: blocks calcium-induced mitochondrial swelling | isolated mouse mitochondria, Ca2+ swelling absorbance, 30 min | inhibition, % at 10 µM | 360,000 compounds, 1.4% hits;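 active = inhibition of 50% or more, scaled per plate between neutral and stimulator controls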;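 also: 0% = DMSO wells given calcium and 100% = 1 mM EGTA wells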
# APOBEC3G inh: inhibitors of human APOBEC3G DNA deaminase | recombinant A3G, ssDNA deamination FAM/TAMRA fluorescence | Q9HC16 | 330,000 compounds, 0.28% hits | inhibition, % at 20 µM;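 active = inhibition of at least 40% at 20 µM, with no more than 30% in the related APOBEC3A deaminase screen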;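 also: plate controls were DMSO wells with A3G for no effect and wells lacking A3G enzyme for full effect; some compounds called inactive have numbers as strong as hits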
# Target sequence (Q9HC16 whole entry, looked up): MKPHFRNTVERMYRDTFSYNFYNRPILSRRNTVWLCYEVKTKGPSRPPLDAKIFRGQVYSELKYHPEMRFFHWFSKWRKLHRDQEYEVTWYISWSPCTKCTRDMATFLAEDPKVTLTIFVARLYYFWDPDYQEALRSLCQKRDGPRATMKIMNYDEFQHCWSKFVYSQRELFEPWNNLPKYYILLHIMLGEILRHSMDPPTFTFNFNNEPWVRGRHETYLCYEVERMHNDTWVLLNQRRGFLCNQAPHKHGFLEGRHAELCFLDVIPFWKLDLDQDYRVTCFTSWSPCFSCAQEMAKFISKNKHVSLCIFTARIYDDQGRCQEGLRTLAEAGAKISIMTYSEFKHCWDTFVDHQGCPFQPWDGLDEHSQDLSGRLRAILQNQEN
# mIAP block: blocks mouse intestinal alkaline phosphatase; purified mouse IAP, CDP-Star luminescence, 30 min; AID 2806; inhibition, % at 10 µM; 330,000 compounds, 0.2% hits;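 active = inhibition of at least 40% at 10 µM in the primary screen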;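 also: plate controls were DMSO with enzyme for no effect and no enzyme wells for full effect; values of inactives mirror those of a sister screen read the other way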
# hIAP act: increases human intestinal alkaline phosphatase activity. P09923. purified human IAP, CDP-Star luminescence, 30 min; stronger effect = higher value; 1 = vehicle-only enzyme, 0 = enzyme-free background. activation factor at 10 µM. 330,000 compounds, 0.16% hits. AID 2524;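 active = activation factor of the enzyme at least 2-fold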; also: the source names both 10 and 20 µM as test concentration; values of inactives mirror those of a sister screen read the other way
# The depositor's hits bear a star; x = not tested or not shown.
cpd	mol	beta cell repl	APOBEC3A inh	GRIN3A LBD mod	MPTP inh	mIAP block
1	O=C1Nc2ccccc2/C1=C/c1ccccc1Cl	-4.7	-0.7	1.2	0.0	6.7
2	Cc1cccc(NC(=O)c2cccnc2)c1C	2.3	-5.0	0.1	-0.8	-4.7
3	Cc1ccc(-c2[nH]nc3c2C(c2ccoc2)C(C#N)=C(N)O3)cc1C (stereo not given)	-1.6	-0.4	-0.6	2.2	20.8
4	CCOC(=O)CSc1cc(=O)n(CC)c2ccccc12	-2.7	-2.6	1.3	-0.3	-2.1
5	COc1ccc(/C=C/c2cccc[n+]2C)c(O)c1	1.3	36.6	-1.3	-0.3	10.5
6	O=C(Nc1ccc(N2CCN(c3ccc(C(F)(F)F)cn3)CC2)nc1)c1cccs1	-0.6	1.1	7.8	2.7	-1.1
7	Cc1ccc(C(=O)NC(CCc2ccccc2)C(=O)O)cc1 (stereo not given)	x	0.2	4.7	1.7	-8.1
8	CCn1nnc(NC(=O)C(c2ccccc2)c2ccccc2)n1	1.1	-3.8	0.5	-2.8	-11.9

cpd	hIAP act	APOBEC3G inh	hIAP inh	mIAP act
1	0.892	-2.9	10.8	0.933
2	0.946	-3.6	5.4	1.05
3	0.936	-4.9	6.4	0.792
4	0.906	-2.7	9.4	1.02
5	0.897	36.2	10.3	0.895
6	0.978	-6.0	2.2	1.01
7	x	-2.8	x	1.18
8	0.968	2.5	3.2	1.12

# The list goes on:
cpd	mol	beta cell repl	APOBEC3A inh	GRIN3A LBD mod	MPTP inh	mIAP block
9	CCOC(=O)N1CCN(C(=O)/C=C/c2ccc(OC)c(OC)c2)CC1	-4.1	-2.8	-1.4	0.8	-6.7
10	Cc1ccc(CNC(=O)Cc2cccs2)cc1	-2.7	-3.3	-3.8	-1.2	-7.8
11	CC1CC2(CCCCC2)Nc2ccc3ccccc3c21 (stereo not given)	-6.4	-5.3	-1.9	1.0	5.2
12	Cc1cccc(CSc2nn3c(=O)c(C)nnc3s2)c1	-1.6	0.4	-1.4	1.8	12.0
13	O=C(NCc1cccc(C(F)(F)F)c1)C1CC(c2ccccc2C(F)(F)F)=NO1 (stereo not given)	-6.5	-6.3	-3.7	1.7	-13.4
14	CCC(CC)C1C(C#N)=C(N)Oc2cc(C)oc(=O)c21 (stereo not given)	-1.5	-2.6	-2.5	0.3	2.6
15	Cc1cccc(C(=O)OCC(=O)NCc2cccs2)c1	-1.6	4.4	1.4	-5.0	-0.8
16	Cc1ccc(C(=O)NNC(=O)c2ccc(NS(=O)(=O)c3cccs3)cc2)o1	-2.5	-2.0	0.3	-0.8	13.0

cpd	hIAP act	APOBEC3G inh	hIAP inh	mIAP act
9	1.06	-8.6	-5.6	1.07
10	1.11	-5.4	-10.8	1.08
11	0.844	-5.4	15.6	0.948
12	1.1	-5.6	-10.2	0.88
13	1.06	-9.6	-6.2	1.13
14	1.06	-6.4	-6.0	0.974
15	1.06	-2.1	-5.9	1.01
16	1.07	-1.5	-6.7	0.87

# The results go on.
cpd	mol	beta cell repl	APOBEC3A inh	GRIN3A LBD mod	MPTP inh	mIAP block
17	OCC[C@H]1C[C@H](O)[C@@H](O)[C@]2(OCc3ccccc32)O1	1.1	-1.4	0.1	-1.5	-1.4
18	Cc1cccc(CS(=O)(=O)Cc2ccc(C(=O)NC3CCCC3)o2)c1	1.3	-4.7	0.0	0.3	3.1
19	Cc1cccc(NC(=S)N(Cc2cccc(Br)c2)CC2CCC(C(=O)O)CC2)c1 (stereo not given)	-2.4	0.5	1.4	-2.4	2.5
20	c1ccc(-c2nc(N3CCOCC3)cc(N3CCOCC3)n2)cc1	-2.8	0.6	0.0	0.1	8.9
21	O=C(Cc1ccc([N+](=O)[O-])cc1)NCc1cccnc1	-1.6	-2.8	1.4	-0.6	-4.4
22	O=C(N/N=C/c1c[nH]c2ccccc12)c1ccc(Cl)cc1	-1.8	-4.6	37.4*	1.1	-0.9
23	Cn1c(SCc2cccc(C#N)c2)nc2ccccc2c1=O	-0.8	-3.9	-2.6	3.7	1.0
24	O=c1oc2cc(Br)ccc2n1Cc1ccccc1	-0.9	-4.8	-0.2	0.5	5.7

cpd	hIAP act	APOBEC3G inh	hIAP inh	mIAP act
17	1.1	-18.3	-10.3	1.01
18	0.991	-2.4	0.9	0.969
19	1	-3.5	-0.2	0.975
20	0.932	-5.1	6.8	0.911
21	1.16	-3.8	-15.6	1.04
22	1.07	-10.4	-6.9	1.01
23	1.08	-7.4	-8.5	0.99
24	0.999	-7.3	0.1	0.943

# (more compounds)
cpd	mol	beta cell repl	APOBEC3A inh	GRIN3A LBD mod	MPTP inh	mIAP block
25	O=C(CCN1C(=O)/C(=C/c2cccs2)SC1=S)Nc1ccc(O)cc1	-5.2	-5.1	21.7*	3.4	16.3
26	COc1cc2sc3ccc(C#CC4(O)CCCCC4)cc3c(=O)c2cc1OC	-4.5	-1.7	-17.6	-1.1	11.2
27	CN(C(=O)COc1ccc(Cl)cc1Cl)C1(C)CCS(=O)(=O)C1 (stereo not given)	2.6	-1.2	-1.0	-0.5	-5.5
28	COc1ccc(OC)c(C(=O)c2ccc(C(=O)Nc3ccc(NC(C)=O)cc3)cc2)c1	-2.6	-3.3	-10.2	-0.5	-5.4
29	O=C(/C=C/c1ccccc1)c1c[nH]c2ccccc12	-6.0	2.1	24.8*	2.1	8.1
30	COc1ccccc1-c1nnc(NC(C)=O)s1	-1.0	-9.7	1.2	-2.2	-5.0
31	COc1ccc(OC)c(S(=O)(=O)N2CCC(C(=O)NC3CCCCC3)CC2)c1	-0.7	-4.5	-0.3	0.3	-5.6
32	CCn1c(-c2csc3ccccc23)n[nH]c1=S	-4.2	-6.1	-4.5	0.6	-13.8

cpd	hIAP act	APOBEC3G inh	hIAP inh	mIAP act
25	1.01	-15.6	-1.2	0.837
26	1.05	-9.2	-5.2	0.888
27	1.07	-7.1	-6.9	1.05
28	1.4	-6.8	-39.5	1.05
29	1.02	-6.8	-2.4	0.919
30	1.19	-10.0	-19.0	1.05
31	1.06	-10.6	-5.6	1.06
32	1.14	36.1	-13.5	1.14

# More entries.
cpd	mol	beta cell repl	APOBEC3A inh	GRIN3A LBD mod	MPTP inh	mIAP block
33	NC(=O)CCCSc1nc2ccccc2[nH]1	0.7	1.0	-2.7	-2.5	12.0
34	Nc1cc(N)nc(SCC(=O)N2CCCCC2)n1	-1.7	1.6	0.1	-1.5	-4.2
35	CNNC(=S)Nc1cccc(C(F)(F)F)c1	0.4	-3.9	-0.6	3.4	5.2
36	COc1ccc(C(=O)NC(=S)NNC(=O)Cc2cccs2)cc1	-4.2	-0.8	-1.6	-0.8	4.3
37	CCOc1ccccc1-n1cnc2cc(C(=O)NCc3ccco3)ccc21	-3.2	6.8	0.0	-3.6	7.1
38	O=C(C1CCN(S(=O)(=O)c2ccc(Br)s2)CC1)N1CCCCC1	0.0	-0.2	-0.7	1.5	-1.2
39	O=C(NCCCN1CCCCCC1)c1cc2c(=O)oc3ccccc3c2s1	2.9	8.7	-3.8	-0.9	6.6
40	O=[N+]([O-])c1ccc(/C=N/N/C(=N/c2ccccn2)c2ccccn2)cc1	-0.8	-4.7	-0.1	-0.6	21.2

cpd	hIAP act	APOBEC3G inh	hIAP inh	mIAP act
33	1.02	-3.3	-2.2	0.88
34	1.02	2.9	-1.8	1.04
35	0.941	-6.8	5.9	0.948
36	1.02	9.0	-1.8	0.957
37	1.03	-2.8	-2.6	0.929
38	0.992	-4.8	0.8	1.01
39	0.943	-3.9	5.7	0.934
40	0.853	-0.8	14.7	0.788

# Next compounds follow.
cpd	mol	beta cell repl	APOBEC3A inh	GRIN3A LBD mod	MPTP inh	mIAP block
41	Cc1csc(=Nc2ccccc2)n1Cc1ccco1	-2.3	-1.0	-3.5	-1.7	9.9
42	Cc1cc(C)nc(N/N=C2/CCCC/C2=C\c2ccccc2)n1	-6.2	-2.0	-1.6	-0.2	-5.4
43	O=C(Cn1cnc2scc(-c3cccc([N+](=O)[O-])c3)c2c1=O)NCc1ccco1	-0.3	25.8	-0.9	0.2	7.5
44	Cc1ccc2c(c1)C(O)(CC(=O)c1ccc(C)s1)C(=O)N2 (stereo not given)	-3.0	1.7	-0.3	3.7	3.8
45	CN(C)S(=O)(=O)c1cccc(C(=O)Nc2ccc(N3CCOCC3)cc2)c1	-2.3	-10.6	-1.3	-0.4	-17.1
46	N#CCCN1CCN(C2=NC(=O)C(=C3CCCCC3)S2)CC1	-3.3	-3.6	1.2	1.7	-1.5
47	COc1ccc(C(=S)N2CCN(c3ccccc3C)CC2)cc1	-1.7	-3.1	7.2	0.6	4.5
48	Cc1cc(C)n(-c2cc(N3CCN(C(=O)c4cccc(Br)c4)CC3)ccc2[N+](=O)[O-])n1	-1.2	-1.2	8.8	-1.2	6.2

cpd	hIAP act	APOBEC3G inh	hIAP inh	mIAP act
41	1.01	-4.7	-1.5	0.901
42	1.03	-5.9	-3.2	1.05
43	1.04	6.6	-3.6	0.925
44	1.46	-1.9	-46.4	0.962
45	1.09	-1.9	-9.1	1.17
46	1.12	-12.8	-11.9	1.01
47	0.807	3.9	19.3	0.955
48	0.868	-1.9	13.1	0.938

# A draw from above in order of molecular weight, smallest number first.
cpd	mol	beta cell repl	APOBEC3A inh	GRIN3A LBD mod	MPTP inh	mIAP block
41	Cc1csc(=Nc2ccccc2)n1Cc1ccco1	-2.3	-1.0	-3.5	-1.7	9.9
44	Cc1ccc2c(c1)C(O)(CC(=O)c1ccc(C)s1)C(=O)N2 (stereo not given)	-3.0	1.7	-0.3	3.7	3.8
46	N#CCCN1CCN(C2=NC(=O)C(=C3CCCCC3)S2)CC1	-3.3	-3.6	1.2	1.7	-1.5
47	COc1ccc(C(=S)N2CCN(c3ccccc3C)CC2)cc1	-1.7	-3.1	7.2	0.6	4.5
40	O=[N+]([O-])c1ccc(/C=N/N/C(=N/c2ccccn2)c2ccccn2)cc1	-0.8	-4.7	-0.1	-0.6	21.2
48	Cc1cc(C)n(-c2cc(N3CCN(C(=O)c4cccc(Br)c4)CC3)ccc2[N+](=O)[O-])n1	-1.2	-1.2	8.8	-1.2	6.2

cpd	hIAP act	APOBEC3G inh	hIAP inh	mIAP act
41	1.01	-4.7	-1.5	0.901
44	1.46	-1.9	-46.4	0.962
46	1.12	-12.8	-11.9	1.01
47	0.807	3.9	19.3	0.955
40	0.853	-0.8	14.7	0.788
48	0.868	-1.9	13.1	0.938
